# High-throughput results (PubChem)
# HKDC1 inh: HKDC1 (human) hexokinase inhibition; Q2TB90; recombinant HKDC1, G6PDH/diaphorase resazurin coupled fluorescence; inhibition, % at 20 µM; 0.16% of 340,000 active; AID 493160;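 active = inhibition above about 35% when tested at 20 µM, limit read from the data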;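 note: plate controls were DMSO wells with enzyme for no effect and DMSO wells lacking enzyme for full effect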
#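 Test system: HK5 enzyme. Quantity: 5 µg/mL HK5 final. Reagent: glucose and ATP substrates. Schedule: 90 min reaction incubation at room temperature, dark. Technique: resazurin-to-resorufin fluorescence via G6PDH and diaphorase coupling, 525/613 nm. Control set: DMSO wells with and without enzyme mix.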
# ATG4B inh: inhibitors of human ATG4B cysteine protease | Q9Y4P1 | ATG4B cleavage of LC3-PLA2, NBD-HPC fluorescence, 1 h | inhibition, % at 8.33 µM | 0.51% of 340,000 active | AID 504462; in the data active = inhibition above about 40%
# hIAP activ: human IAP activation; AID 2524; 0.16% of 330,000 active; P09923; purified human IAP, CDP-Star luminescence, 30 min; active compounds read high; 1 = vehicle-only enzyme, 0 = enzyme-free background; activation factor at 10 µM;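 active = activation factor of the enzyme at least 2-fold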; note: the source names both 10 and 20 µM as test concentration; values of inactives mirror those of a sister screen read the other way
# Target sequence (P09923 whole entry, looked up): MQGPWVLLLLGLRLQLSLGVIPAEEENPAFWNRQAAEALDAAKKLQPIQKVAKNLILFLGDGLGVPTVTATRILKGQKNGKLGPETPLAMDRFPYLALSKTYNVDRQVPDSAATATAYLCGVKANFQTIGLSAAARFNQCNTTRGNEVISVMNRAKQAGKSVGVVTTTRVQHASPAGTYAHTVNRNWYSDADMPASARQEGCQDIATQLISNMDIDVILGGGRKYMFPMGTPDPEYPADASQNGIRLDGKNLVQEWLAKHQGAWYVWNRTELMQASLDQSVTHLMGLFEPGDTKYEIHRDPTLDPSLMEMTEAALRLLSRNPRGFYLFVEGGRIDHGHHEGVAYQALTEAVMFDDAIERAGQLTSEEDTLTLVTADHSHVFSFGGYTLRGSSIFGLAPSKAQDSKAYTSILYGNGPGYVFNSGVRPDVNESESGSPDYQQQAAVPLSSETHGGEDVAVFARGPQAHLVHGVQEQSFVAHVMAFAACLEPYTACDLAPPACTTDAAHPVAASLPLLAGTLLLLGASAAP
# APOBEC3A inh: blocks human APOBEC3A ssDNA deamination; P31941; recombinant A3A, FAM/TAMRA ssDNA deamination fluorescence; inhibition, % at 20 µM; 0.41% of 330,000 active; AID 493011;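 active = at least 40% inhibition at 20 µM here, with at most 30% in a related deaminase screen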;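 note: plate controls were A3A with DMSO for no effect and wells lacking A3A enzyme for full effect; some results filed as inactive read as strong as hits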
# Target sequence (P31941 whole entry, looked up): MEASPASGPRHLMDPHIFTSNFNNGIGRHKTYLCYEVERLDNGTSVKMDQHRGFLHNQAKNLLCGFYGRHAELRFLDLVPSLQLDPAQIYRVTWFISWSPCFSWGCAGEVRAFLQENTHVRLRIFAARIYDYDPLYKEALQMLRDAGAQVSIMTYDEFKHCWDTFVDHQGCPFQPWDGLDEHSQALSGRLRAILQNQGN
# hIAP block: blocks human intestinal alkaline phosphatase | P09923 | purified IAP, CDP-Star luminescence, 30 min | inhibition, % at 10 µM | 0.12% of 330,000 active | AID 2544;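 active = inhibition reaching a set limit with compound at 10 µM in the primary screen, cut at about 35% in these data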;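 note: plate controls were DMSO wells with enzyme for no effect and no-enzyme buffer wells for full effect; values of inactives mirror those of a sister screen read the other way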
# mIAP act: increases mouse intestinal alkaline phosphatase activity; muIAP, CDP-Star luminescence, 30 min; active compounds read high; 1 = vehicle-only enzyme signal, 0 = enzyme-free wells; activation factor at 10 µM; 0.24% of 330,000 active; AID 2805;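 active = activation factor of at least 2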; note: the source names both 10 and 20 µM as test concentration; values of inactives mirror those of a sister screen read the other way
#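 Assay system: mouse IAP enzyme / Compound: DMSO-dissolved test compounds / Timing: 30 min, room temperature / Measured by: luminescence from enzymatic CDP-Star hydrolysis / Control set: DMSO-only wells, enzyme-free buffer wells as negative control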
# mIAP block: mouse IAP inhibition | purified mouse IAP, CDP-Star luminescence, 30 min | inhibition, % at 10 µM | 0.2% of 330,000 active | AID 2806;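 active = inhibition of at least 40% at 10 µM in the primary screen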;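 note: plate controls were DMSO with enzyme for no effect and no enzyme wells for full effect; values of inactives mirror those of a sister screen read the other way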
# PfG6PD inh: PfG6PD (Plasmodium falciparum) enzyme inhibition; 0.78% of 350,000 active; PfGluPho enzyme, NADPH resazurin-diaphorase fluorescence; inhibition, % at 20 µM;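 active = inhibition reaching at least a set limit at 20 µM in the primary screen, cut at about 59% in these data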;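 note: 0% = DMSO wells with substrate and 100% = DMSO wells lacking glucose-6-phosphate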
# An asterisk follows results filed as active.
# Short forms: A = HKDC1 inh; B = ATG4B inh; C = hIAP activ; D = APOBEC3A inh; E = hIAP block; F = mIAP act; G = mIAP block; H = PfG6PD inh
NCCCC[C@H]1CNC(=S)N1CCc1cccc(F)c1
  A = -1; B = -6; C = 0.94; D = -2; E = 6; F = 1; G = -3; H = -13
O=C(Oc1c(CN2CCOCC2)cc(Cl)c2cccnc12)c1ccccc1
  A = 15; B = -2; C = 1; D = 1; E = -3; F = 0.94; G = 6; H = 13
Cc1c(NC(=O)c2cc(-c3cccs3)nc3ccccc23)c(=O)n(-c2ccccc2)n1C
  A = -8; B = -4; C = 0.99; D = -3; E = 1; F = 0.94; G = 6; H = 3
COCCn1c(C)nnc1SCC(=O)NNC(=O)c1ccc(Br)cc1
  A = 3; B = 4; C = 1.5; D = 2; E = -45; F = 1; G = 0; H = -19
CCOC(=O)C1CCN(c2c(NC3CCCc4ccccc43)c(=O)c2=O)CC1 (configuration not stated)
  A = -5; B = -4; C = 1; D = -4; E = -3; F = 0.95; G = 5; H = -5
COc1ccc(/C=N/NC(=O)c2ccccc2NC(=O)c2ccco2)c(OC)c1
  A = -2; B = -17; C = 0.96; D = 1; E = 4; F = 0.96; G = 4; H = -4
COc1ccc2nc3oc(C(=O)Nc4ccc(OC)c(OC)c4)cc3cc2c1
  A = 0; B = 0; C = 0.95; D = -4; E = 5; F = 0.98; G = 2; H = 7
Cc1cc(Nc2ccc(C)c(F)c2)n2ncnc2n1
  A = 2; B = 5; C = 1; D = -2; E = 0; F = 1; G = 0; H = 0
Cc1ccc(-c2ccc(CCC(=O)O)n2Cc2ccco2)cc1
  A = 3; B = -2; C = 1.2; D = 2; E = -18; F = 1.1; G = -6; H = -20
O=C(c1cccc(NS(=O)(=O)c2ccc(Br)cc2)c1)N1CCCCC1
  A = 3; B = 2; C = 1.1; D = -4; E = -5; F = 1; G = -4; H = -5
Cc1cc(Br)ccc1NC(=O)CCS(=O)(=O)c1cccc2nonc12
  A = -5; B = 10; C = 1.1; D = 2; E = -8; F = 1; G = -3; H = -21
O=C(CSc1nnc(CN2CCCC2)n1-c1ccccc1)c1ccc2c(c1)OCO2
  A = -4; B = -17; C = 1; D = -2; E = -5; F = 0.92; G = 8; H = 11
Cc1cccc(C)c1Nc1nnc(SCc2nc3ccccc3c(=O)[nH]2)s1
  A = 0; B = -2; C = 1; D = -2; E = -5; F = 0.96; G = 4; H = 1
O=C(c1ccccc1F)N1CCN(c2cnn(-c3cccc(Cl)c3)c(=O)c2Cl)CC1
  A = -3; B = -9; C = 0.93; D = 1; E = 7; F = 1; G = -1; H = -11
CN(C)S(=O)(=O)c1ccc(-c2csc(N/N=C/c3ccc(O)cc3)n2)cc1
  A = 0; B = 6; C = 0.93; D = 4; E = 7; F = 0.81; G = 19; H = 39
COc1ccc(/C=C/C(=O)OCC(=O)NC2CCCCCCC2)cc1
  A = -4; B = 0; C = 0.97; D = 5; E = 3; F = 0.94; G = 6; H = -6
CCOC(=O)N1CCN(C(=O)c2ccc(Oc3ccc([N+](=O)[O-])cc3)cc2)CC1
  A = -3; B = -12; C = 0.97; D = 4; E = 3; F = 1.1; G = -9; H = 5
CCN(CC)CCCNC(=O)c1sc2nc(-c3ccc(F)cc3)cn2c1C
  A = -9; B = -3; C = 0.95; D = 0; E = 5; F = 1.1; G = -7; H = 5
Cc1ccc2nc(NC(=O)CSCC(=O)Nc3cc(C)on3)sc2c1
  A = -4; B = -6; C = 0.92; D = 7; E = 8; F = 1; G = -2; H = -10
CCN(CC(=O)Nc1c(F)cccc1F)C(=O)C1CC1
  A = -5; B = -2; C = 1.1; D = -1; E = -8; F = 1; G = -1; H = -5
O=C1NC2(CCCC2)Oc2ccccc21
  A = 0; B = -10; C = 0.97; D = -1; E = 2; F = 1.1; G = -11; H = 2
COc1cc(C2C(C#N)=C(N)Oc3cc(C)oc(=O)c32)cc2c1OCO2 (configuration not stated)
  A = 4; B = -5; C = 1; D = 5; E = -3; F = 0.98; G = 2; H = -4
CCOC(=O)N1CCN(C(=O)CCn2nc(-c3ccc(Cl)cc3)ccc2=O)CC1
  A = -7; B = -3; C = 0.97; D = 2; E = 3; F = 0.95; G = 5; H = -14
CCOC(=O)N1CCN(C(=O)c2cc(OC)c(OC)c(OC)c2)CC1
  A = -1; B = -3; C = 1.1; D = -4; E = -6; F = 1; G = -5; H = 0
C/C(=N\NC(=O)COc1ccc(C)cc1Br)c1cc([N+](=O)[O-])cs1
  A = -7; B = 0; C = 0.89; D = 1; E = 11; F = 1; G = -1; H = -5
Cc1ccccc1-n1ncc2c(SCC(=O)N3c4ccccc4CC3C)ncnc21 (configuration not stated)
  A = 10; B = 11; C = 0.78; D = -3; E = 22; F = 0.94; G = 6; H = 21
CCc1ccc(OCC(=O)Nc2ccc(S(=O)(=O)Nc3cc(C)on3)cc2)c(Br)c1
  A = 5; B = -6; C = 0.82; D = 1; E = 18; F = 0.92; G = 8; H = -31
Cc1cc(NC(=O)COC(=O)COc2ccc3c(c2)CCC3)no1
  A = 0; B = -7; C = 1; D = -2; E = -4; F = 0.93; G = 7; H = 2
CCOC(=O)C1CCN(C(=O)c2cnn3c(C)cc(C)nc23)CC1
  A = -8; B = -5; C = 1.1; D = -2; E = -13; F = 1.1; G = -13; H = 3
COCc1ccc(CN2CCC(n3nccc3NC(=O)CCOc3ccccc3)CC2)o1
  A = 1; B = 5; C = 0.88; D = -2; E = 12; F = 1; G = -4; H = -16

# Continued:
# Each structure is followed by: HKDC1 inh	ATG4B inh	hIAP activ	APOBEC3A inh	hIAP block	mIAP act	mIAP block	PfG6PD inh
O=C(CCS(=O)(=O)c1ccc(Cl)cc1)Nc1nc(-c2cccnc2)cs1
  -9	-3	0.92	-2	8	0.95	5	-3
O=C(CSc1ccccc1)N1CCN(S(=O)(=O)c2ccccc2F)CC1
  4	4	0.89	3	11	0.94	6	-16
CSc1nnc(Cc2ccc3c(c2)OCO3)o1
  -5	2	1	-2	-3	1	0	-2
CC(=O)N(Cc1ccccc1)c1ccc(C(=O)O)cc1
  -2	-6	1	-1	-1	0.97	3	-5
CCOc1ccc(NC(=O)CN(C)C(=O)Cc2ccsc2)cc1OCC
  -3	-13	0.96	-5	4	1.1	-10	-5
CNC(=O)C12N=CNN=C1N(C)C(=O)N2C (configuration not stated)
  2	-7	1.1	1	-8	1	0	11
CC1Cc2nc(SCC(=O)N3CCN(c4ccccc4)CC3)n(C)c(=O)c2S1 (configuration not stated)
  -3	-7	0.97	0	3	0.85	14	33
Cc1cccc(N2CCN(C(=O)C3CCN(c4nnc(-n5cccc5)s4)CC3)CC2C)c1 (configuration not stated)
  -5	-2	0.87	-3	13	0.99	1	5
NNC(=O)c1cc(Cl)ccc1Cl
  -7	-7	1.1	5	-11	0.94	6	-5
O=C(Nc1cccc(Cl)c1)C1CC1c1ccccc1 (configuration not stated)
  0	-4	1.4	-2	-41	1.2	-21	13
O=C(Cc1ccccc1)Nc1cc(C(=O)c2ccccc2)ccc1N1CCOCC1
  7	-14	0.96	1	4	0.82	18	7
CC1=C(C(=O)OCc2ccccc2)C(c2cccs2)N2C(=O)CCSC2=N1 (configuration not stated)
  0	2	1	4	0	0.97	2	-15
NC(=O)CS(=O)(=O)c1nc2ccccc2n1Cc1ccccc1F
  -1	-14	0.99	-4	1	0.86	14	-3
CCOc1ccc(N(CC(=O)NC(C(C)C)C(C)C)S(=O)(=O)c2ccc(OC)c(OC)c2)cc1
  -5	-8	1	2	0	1.1	-8	13
COc1ccc(-c2csc(/C(C#N)=C\c3ccc(OC)c([N+](=O)[O-])c3)n2)cc1
  -10	30	0.91	0	9	0.85	15	-9
COc1ccc(N(Cc2ccccc2)S(=O)(=O)c2cccc(C(=O)NC3=NCCS3)c2)cc1
  7	-1	0.98	4	2	0.87	13	-15
COc1cccc(N2CCN(C(=S)NCc3ccco3)CC2)c1
  -2	0	1.2	-7	-21	1.1	-6	-7
CC1=C/C(=N\N=C2\NC(=O)C(CC(=O)Nc3ccccc3F)S2)CC(C)(C)C1 (configuration not stated)
  -3	-9	1.2	-2	-18	1	-3	-9
CC(=O)c1ccccc1OCc1ccc(S(=O)(=O)Cc2ccccc2)cc1
  -2	9	0.97	-4	3	0.88	12	16
NC(=O)c1ccccc1NC(=O)Nc1cccc(Cl)c1Cl
  -10	12	0.89	0	11	1.1	-6	23
COc1ccccc1/C=C/C(=O)OCC(=O)NCc1ccc2c(c1)OCO2
  -3	-9	0.92	-5	8	0.97	3	11
CCOC(=O)Cc1csc(SCc2nc3sc4c(c3c(=O)[nH]2)CCC4)n1
  6	5	0.99	1	1	1.1	-5	-18
Cc1nc(NCCc2ccc(O)cc2)c2nnn(Cc3ccccc3)c2n1
  1	-7	0.76	0	24	0.85	14	-14
CCCS(=O)(=O)c1nc(S(=O)(=O)c2ccc(C)cc2)c(N2CCC3(CC2)OCCO3)s1
  -3	-6	1.1	-5	-7	0.99	1	3
CC(C)(O)C#Cc1ccc(C(=O)NCCc2ccc(S(N)(=O)=O)cc2)cc1
  -6	-5	0.88	2	12	1	-3	14
CC#CCN1c2ccccc2[C@]23C[C@@H](C(=O)OC)N(C(=O)c4ccco4)C2=NC(C(=O)OC)=C(C(=O)OC)[C@H]13
  -2	4	1	-5	-4	1	-2	-6
CCN(CC)CCOC(=O)c1ccc(N/C=C(/C#N)c2nc(-c3ccc(OC)cc3)cs2)cc1
  -1	-21	1	-5	-2	0.93	7	11
CCN(CC)C(=O)Cn1cnc2sc(C)c(S(=O)(=O)N3CCC(C)CC3)c2c1=O
  1	-4	1.1	-4	-5	1	-3	12

# Twelve compounds from above, ordered by heavy-atom count, rising:
# Each structure is followed by: HKDC1 inh	ATG4B inh	hIAP activ	APOBEC3A inh	hIAP block	mIAP act	mIAP block	PfG6PD inh
NNC(=O)c1cc(Cl)ccc1Cl
  -7	-7	1.1	5	-11	0.94	6	-5
CCN(CC(=O)Nc1c(F)cccc1F)C(=O)C1CC1
  -5	-2	1.1	-1	-8	1	-1	-5
COc1cccc(N2CCN(C(=S)NCc3ccco3)CC2)c1
  -2	0	1.2	-7	-21	1.1	-6	-7
CCOC(=O)C1CCN(C(=O)c2cnn3c(C)cc(C)nc23)CC1
  -8	-5	1.1	-2	-13	1.1	-13	3
Cc1ccc2nc(NC(=O)CSCC(=O)Nc3cc(C)on3)sc2c1
  -4	-6	0.92	7	8	1	-2	-10
O=C(CCS(=O)(=O)c1ccc(Cl)cc1)Nc1nc(-c2cccnc2)cs1
  -9	-3	0.92	-2	8	0.95	5	-3
CC(C)(O)C#Cc1ccc(C(=O)NCCc2ccc(S(N)(=O)=O)cc2)cc1
  -6	-5	0.88	2	12	1	-3	14
CC1=C/C(=N\N=C2\NC(=O)C(CC(=O)Nc3ccccc3F)S2)CC(C)(C)C1 (configuration not stated)
  -3	-9	1.2	-2	-18	1	-3	-9
COc1ccc(/C=N/NC(=O)c2ccccc2NC(=O)c2ccco2)c(OC)c1
  -2	-17	0.96	1	4	0.96	4	-4
O=C(CSc1nnc(CN2CCCC2)n1-c1ccccc1)c1ccc2c(c1)OCO2
  -4	-17	1	-2	-5	0.92	8	11
Cc1cccc(N2CCN(C(=O)C3CCN(c4nnc(-n5cccc5)s4)CC3)CC2C)c1 (configuration not stated)
  -5	-2	0.87	-3	13	0.99	1	5
CCN(CC)CCOC(=O)c1ccc(N/C=C(/C#N)c2nc(-c3ccc(OC)cc3)cs2)cc1
  -1	-21	1	-5	-2	0.93	7	11
